GPR151 ag: activators of human GPR151; AID 1508602; PathHunter beta-arrestin GPR151 cells, luminescence; activation, % at 11.2 µM; 650,000 tested, 1% active; in the data active = activation above about 4.9%;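 also: 0% = median of compound wells and 100% = cells with positive control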
Target sequence (Q8TDV0 whole entry, looked up): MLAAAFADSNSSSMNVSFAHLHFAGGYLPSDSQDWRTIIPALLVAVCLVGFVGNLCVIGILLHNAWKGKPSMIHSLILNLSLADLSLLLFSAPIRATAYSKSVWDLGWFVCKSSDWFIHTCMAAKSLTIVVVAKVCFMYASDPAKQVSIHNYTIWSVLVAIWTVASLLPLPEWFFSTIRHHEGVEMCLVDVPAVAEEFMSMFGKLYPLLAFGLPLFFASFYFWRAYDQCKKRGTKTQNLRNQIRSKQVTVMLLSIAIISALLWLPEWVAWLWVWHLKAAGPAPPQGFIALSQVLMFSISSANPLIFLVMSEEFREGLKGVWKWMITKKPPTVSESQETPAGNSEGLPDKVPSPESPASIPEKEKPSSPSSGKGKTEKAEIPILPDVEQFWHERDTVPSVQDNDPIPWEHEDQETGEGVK
TEAD-YAP block: TEAD-YAP interaction inhibition; HEK-TIYL cells, TEAD-Gal4/YAP UAS-luciferase luminescence; inhibition, % at 9.12 µM; 640,000 tested, 1.4% active; in the data active = inhibition above about 32%;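 also: 0% = median of test compound wells and 100% = reference inhibitor wells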
FBW7 activator: human FBW7 E3 ligase activation, primary screen; Q969H0; AlphaScreen FBW7–phospho-cyclin E peptide binding, activator screen; normalized activity (activation), % at 26.1 µM; 650,000 tested, 0.13% active; AID 1259310; in the data active = normalized activity above about 1.9%;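 also: purified mutant Fbw7 with reduced substrate affinity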
MITF primary: inhibitors of human MITF; AID 1259374; 650,000 tested, 0.91% active; inhibition, % at 2.6 µM; AlphaScreen MITF homodimerization, bead proximity signal; in the data active = inhibition above about 50%;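 also: 0% = vehicle wells with protein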
Target sequence (O75030 whole entry, looked up): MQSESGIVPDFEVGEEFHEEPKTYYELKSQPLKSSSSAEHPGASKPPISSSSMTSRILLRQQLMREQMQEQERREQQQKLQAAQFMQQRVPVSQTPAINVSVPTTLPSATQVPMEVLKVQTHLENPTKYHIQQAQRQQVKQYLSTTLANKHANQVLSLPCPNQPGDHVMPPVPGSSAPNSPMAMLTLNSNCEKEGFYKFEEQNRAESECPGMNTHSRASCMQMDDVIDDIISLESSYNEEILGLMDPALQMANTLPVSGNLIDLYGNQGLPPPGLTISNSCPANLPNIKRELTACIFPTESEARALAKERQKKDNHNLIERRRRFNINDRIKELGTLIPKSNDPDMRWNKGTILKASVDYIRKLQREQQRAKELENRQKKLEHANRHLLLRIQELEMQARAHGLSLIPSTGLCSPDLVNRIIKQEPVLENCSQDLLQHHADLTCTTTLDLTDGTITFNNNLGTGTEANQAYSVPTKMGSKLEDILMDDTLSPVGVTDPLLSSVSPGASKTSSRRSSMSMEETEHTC
Numbers without * were called inactive; & = joins results of further samples. No enrichment for hits, and some 3.4% of all compounds hit somewhere here.

Each structure is followed by: GPR151 ag	TEAD-YAP block	MITF primary	FBW7 activator
> CS(=O)(=O)NCC1CCC(C(=O)N2CCN(c3ncccn3)CC2)CC1 (configuration not stated)
    1.3	1	-4	0.1
> CCc1cc(CNC(=O)c2cccc(OC3CCN(S(=O)(=O)N(C)C)CC3)c2)on1
    4.3	27	0	-0.1
> COc1ccccc1NC(=O)c1cc2c(CO)cnc(C)c2oc1=Nc1ccc(C)cc1
    0.4	-4	5	0.0
> O=C1c2ccccc2C(=O)N1Cc1ccccc1
    0.9	1	4	0.0
> CC(C)OC(=O)COc1cc(OCC(=O)OC(C)C)c2c(c1)oc(=O)c1ccccc12
    -1.2	-6	-6	-0.1
> O=C(NC1CCSC1=O)c1ccc(Br)cc1 (configuration not stated)
    -1.2	0	4	0.1
> O=C(NC1CCCCC1)C(c1ccncc1)N(Cc1ccccc1)C(=O)C(F)(F)F (configuration not stated)
    -0.9	-7	-7	-0.1
> Cc1cc(C)nc(N(C(=O)C2CC2)c2ccccc2)n1
    -0.7	-2	7	0.1
> O=C(CCc1nnc(C2CCCCC2)o1)N1CCCC(CN2CCOCC2)C1 (configuration not stated)
    0.7	2	13	-0.1
> Clc1ccc(-c2nc(NCC3CCCO3)c3ccccc3n2)cc1 (configuration not stated)
    0.4	5	7	0.0
> CCN(CC)c1nc(NCCCN2CCCC2=O)nc(NCCOc2ccccc2)n1
    -1.1	3	4	0.0
> CC(=O)c1cccc(NC(=O)Nc2ccc(C(=O)N3CCOCC3)cc2)c1
    -0.5	12	16	-0.4
> CCOC(=O)c1ccc(NC(=S)NCCOC23CC4CC(CC(C4)C2)C3)cc1
    0.8	0	5	0.1
> Cn1/c(=N/N=C(/CCC(=O)O)C(=O)O)sc2ccccc21
    1.1	-8	8	0.0
> O=S(=O)(NCCc1ccccn1)c1ccc(S(=O)(=O)N2CCCC2)cc1
    -0.9	9	4	-0.3
> COc1ccc2ccccc2c1/C=C1/SC(=S)NC1=O
    -0.7	2	1	0.0
> CCOC(=O)CSC1=C(C#N)C(c2ccco2)C(C(=O)Nc2ccccc2F)=C(C)N1 (configuration not stated)
    0.8	45*	12	0.2
> COc1ccc(C2CC(=O)C3=C(C2)NC(C)=C(C(=O)OCCOc2ccccc2)C3c2ccc(OC(C)=O)c(OC)c2)cc1 (configuration not stated)
    -0.8	-5	4	0.1
> Cc1nc2cc(C(=O)NC3CCCCCC3)ccc2n1-c1ccc(Br)cc1
    -2.3	3	5	0.3
> CC(C)(C)CC(C)(C)c1ccc(OCC(=O)NNC(=O)c2ccc(C(C)(C)C)cc2)cc1
    0.0	5	4	0.2
> Cc1ccccc1-n1nc2c(c1NC(=O)c1ccccc1I)CS(=O)(=O)C2
    0.1	10	10	0.7
> COc1ccc(/C=N/NC(=O)c2cn(C)c3ccccc23)cc1OC
    -0.3	-4	3	0.0
> CC(C)OC(=O)c1ccc(SCC2CCCO2)c([N+](=O)[O-])c1 (configuration not stated)
    9.0*	-25	-2	-0.3
> Cc1sc(N)nc1-c1cc2ccccc2oc1=O
    0.5	-28	-3	-0.1
> O=C(OCc1nc2ccccc2s1)c1ccc(S(=O)(=O)N2CCCCC2)cc1
    -0.8	14	9	0.2
> COC(=O)C1=C(C)NC2=C(C(=O)CCC2)C1c1ccc(OC)cc1OC (configuration not stated)
    -1.8	-3	-9	0.2
> CCCCN1C(=O)C2C(c3ccc(OC)cc3O)NC(C)(C(=O)O)C2C1=O (configuration not stated)
    -0.5	1	6	0.2
> Cc1ccc(S(=O)(=O)Nc2cccc(C(N)=O)c2)cc1
    1.3	-4	20	0.2
> NS(=O)(=O)c1ccc(N=Cc2ccc[nH]2)cc1
    -1.0	-5	-2	-0.2
> Cc1cccc(C)c1NC(=O)c1ccc2c(c1)N(CC(=O)OC(C)C)C(=O)C(C)(C)O2
    0.4	10	0	-0.1

Complete entries as entered above:
Cc1sc(N)nc1-c1cc2ccccc2oc1=O is entered as GPR151 ag = 0.5; TEAD-YAP block = -28; MITF primary = -3; FBW7 activator = -0.1
COc1ccc(/C=N/NC(=O)c2cn(C)c3ccccc23)cc1OC is entered as GPR151 ag = -0.3; TEAD-YAP block = -4; MITF primary = 3; FBW7 activator = 0.0
Cc1ccc(S(=O)(=O)Nc2cccc(C(N)=O)c2)cc1 is entered as GPR151 ag = 1.3; TEAD-YAP block = -4; MITF primary = 20; FBW7 activator = 0.2

Results in FBW7 activator, for some of the entries so far:
compound,FBW7 activator
Cc1ccc(S(=O)(=O)Nc2cccc(C(N)=O)c2)cc1,0.2
CC(C)(C)CC(C)(C)c1ccc(OCC(=O)NNC(=O)c2ccc(C(C)(C)C)cc2)cc1,0.2

The results go on:
Each structure is followed by: GPR151 ag	TEAD-YAP block	MITF primary	FBW7 activator
> Cc1cc(/C=N/NC(=O)c2ccccn2)c(C)n1-c1cccc(Cl)c1
    -0.8	-39	23	0.0
> COc1ccccc1/C=N/NC(=O)C(=O)NCc1cccnc1
    -0.4	-10	5	-0.1
> CSCCNC(=O)CCC1(Cc2ccccc2)CCC(=O)N1 (configuration not stated)
    0.8	-26	2	0.0
> COc1ccccc1-c1nnc(C2CCN(S(=O)(=O)c3cccc([N+](=O)[O-])c3)CC2)o1
    -1.9	-17	23	0.1
> O=C(c1ccc2c(=O)n(-c3ccccc3)c(=S)[nH]c2c1)N1CCCC1
    0.8	22	-11	0.0
> CN(CCc1ccccn1)Cc1ccc2c(c1)CN(C(=O)CCn1cncn1)CCO2
    3.2	5	6	1.1
> Cn1cnc2c(cnn2-c2ccc(Cl)cc2)c1=O
    -0.8	-17	-4	-0.1
> COc1ccc(N(C(=O)c2ccc(OC(C)C)cc2)C2C=CS(=O)(=O)C2)cc1 (configuration not stated)
    -0.7	7	7	0.2
> COc1ccc(N(C(=O)c2cccc(F)c2)C2C=CS(=O)(=O)C2)c(OC)c1 (configuration not stated)
    -0.2	7	6	0.2
> COc1cccc(-c2noc(-c3cccc(Cl)c3)n2)c1
    -0.1	-14	-20	0.2
> CNc1c([N+](=O)[O-])cnc2c1c(=N)nc1ccccn12
    0.6	-1	-4	-0.1
> CCCOC(=O)c1ccc(NC(=O)c2cc(Cl)c(OC)c(Cl)c2)cc1
    -0.6	-4	-3	0.0
> Cc1cc(C)c2cc3c(N)c(C(=O)NCc4ccco4)sc3nc2c1
    -0.3	0	9	-0.1
> O=C(Nn1cnnc1)c1ccc(I)cc1
    0.1	-6	-10	0.2
> C/C(CC(=O)Nc1ccc(OCc2ccccc2)cc1)=N\NC(=O)c1ccncc1
    0.1	-1	-15	0.2
> COc1cccc(C2NC(=O)NC(C)=C2C(=O)Nc2ccc(C)cc2)c1OC (configuration not stated)
    1.3	6	1	-0.2
> CCCNS(=O)(=O)c1ccc(C(=O)NCC2CCCO2)cc1 (configuration not stated)
    0.2	3	6	0.1
> COc1ccc(-n2ncc3c(=O)n(CC(=O)Nc4ccc5c(c4)OCCO5)cnc32)cc1
    2.0	17	1	0.0
> COc1cc2nc(-c3c(C)noc3C)nc(Nc3cc(OC)c(OC)c(OC)c3)c2cc1OC
    0.2	-3	0	0.1
> O=C(CSc1nc2ccccc2c(=O)n1Cc1ccco1)NC1CCCC1
    1.2	-2	-5	0.1
> N#Cc1c(-c2ccco2)cc(-c2ccco2)nc1N
    -1.3	5	85*	-1.5
> CC(=O)c1ccc(OCCCC(=O)Nc2nc(-c3cccs3)cs2)cc1
    1.5	-14	-1	-0.1
> CCC1CCC(c2ccc(C3=N/C(=C/c4ccc(C)o4)C(=O)O3)cc2)CC1 (configuration not stated)
    0.0	5	1	0.0
> CC(C)NS(=O)(=O)c1ccc(NC(=O)c2cccc([N+](=O)[O-])c2)cc1
    -1.8	15	-7	0.3
> O=C(C1CCN(c2nc3nonc3nc2N2CCCCCC2)CC1)N1CCOCC1
    1.2	2	7	0.1
> COc1nncc(-c2cnnc(SC)n2)n1
    -2.8	6	6	0.0
> CCOc1ccc(CN2CCNC(=O)C2CC(=O)NCCc2ccc(F)cc2)cc1 (configuration not stated)
    -2.0	6	31	-0.1
> Cn1c(/C(C#N)=C(\O)c2cccc(N3C(=O)CCC3=O)c2)nc2ccccc21
    -0.2	2	8	0.0
> CSCCC(NC(N)=O)C(=O)NNC(=S)Nc1ccccc1C (configuration not stated)
    0.4	9	-9	-0.1
> Cn1cc(I)c(C(=O)N/N=C/c2ccccc2)n1
    -3.6	-79	-15	0.0
> Cc1c(C(C)(C)C)sc(=NC(=O)c2ccccc2O)n1C
    1.0&0.7	-14&-56	-8&12	0.0&0.0
> CCOc1ccc2oc(C(=O)NC(C)(C)CC)c(C)c2c1
    2.1	-50	-6	0.0
> O=C1N=c2ccc(Br)cc2=C1c1sc(=O)n(-c2ccc(O)cc2)c1O
    -1.0	-5	0	0.0
> CC(C)n1cnc2c(NCc3cccnc3)nc(Nc3ccc(N4CCOCC4)cc3)nc21
    0.9	-4	7	0.0
> O=C1C2CC(Br)C(Br)CC2C(=O)N1c1ccccc1Cl (configuration not stated)
    -0.8	4	-6	0.0
> CN(C)c1ccc2c3c(cccc13)C(=O)N(c1ccc(Cl)cc1)C2=O
    0.6	-2	-2	0.2
> COCCNC(=O)c1cc(Br)cs1
    0.5	2	-20	-0.1
> c1nc(Nc2ccc(N3CCOCC3)cc2)cc(NC2CC2)n1
    -0.8	-22	5	0.1
> C/C(=C\c1ccccc1)C(=O)NCCc1ccccc1
    15*	-13	-5	0.0
> O=C1OC(c2ccc(Cl)c(Cl)c2)=N/C1=C\c1ccc(Br)cc1
    -1.7	-3	11	0.0
> CCOC(=O)C1(CCOC)CCN(C(=O)C(c2ccccc2C)N(C)C)CC1 (configuration not stated)
    0.1	2	0	-0.1
> Cc1nccn1-c1cc(N2CCN(S(=O)(=O)c3ccc(F)cc3F)CC2)ncn1
    0.6	18	0	0.0
> O=c1cc(CO)oc(CN2CCN(c3ccccc3F)CC2)c1O
    2.2	16	9	-0.1
> Cc1cc(-c2nnc(NC(=O)c3ccc(C(C)(C)C)cc3)o2)nn1C
    0.4	0	3	-0.1
> CC(C)c1ccc(NC(=O)c2cc(S(=O)(=O)N3CCCCCC3)ccc2F)cc1
    -1.3	0	5	0.2
> O=C(NCC(c1ccco1)N1CCN(c2ccc(F)cc2)CC1)c1ccccc1 (configuration not stated)
    0.1	-11	3	-0.2
> COc1ccc(Nc2ncnc3c2c(-c2ccccc2)cn3-c2ccc(C)cc2)cc1
    0.4	8	7	0.3
> CC/C(=N\NC(=O)Cn1nnc2ccccc21)c1ccccc1
    1.5	4	4	-0.1
> O=[N+]([O-])c1cccc(C2Oc3ccccc3C3CC(c4ccc(F)cc4)=NN32)c1 (configuration not stated)
    -2.1	-37	20	0.8
> Cc1ccc(S(=O)(=O)NC2CC(C)(C)NC(C)(C)C2)cc1C
    1.6	-9	21	0.5
> COc1ccc(NC(=O)CSc2n[nH]c(N)n2)c([N+](=O)[O-])c1
    0.2	7	-3	-0.2
> COc1ccc(C(=O)COC(=O)/C=C/c2cccs2)cc1
    0.8	7	5	0.3
> C=CCN1C(=O)/C(=C\c2cc(Cl)c(O)c(Cl)c2)C(=O)NC1=S
    -0.4	1	6	0.1
> C(=N\n1c(-c2ccccc2)nnc1-c1ccccc1)/c1cccnc1
    2.0	1	-7	0.3
> CC(C)(C)c1ccc(C(=O)NC(=O)COC(=O)CNC(=O)c2cccc(F)c2)cc1
    0.1	-1	12	0.2
> C=CCn1c(-c2ccc([N+](=O)[O-])cc2)csc1=Nc1c(C)n(C)n(-c2ccccc2)c1=O
    -1.7	12	18	-0.1
> Nc1ccc(CCNc2ncnc3c2ncn3C2OC(CO)C(O)C2O)cc1 (configuration not stated)
    0.0	-41	12	0.0
> COC(=O)CC/C(=N/Nc1cc(C(F)(F)F)ccc1Cl)C(=O)OC
    -0.1	5	8	0.0
> Nc1cc(OC(=O)c2cccc(F)c2)nn1S(=O)(=O)c1ccc(Cl)cc1
    -0.4	-5	-6	-0.1
> CCOC(=O)C1(CC2CCCCO2)CCN(C(=O)Nc2ccc(C)c(C)c2)CC1 (configuration not stated)
    0.6	5	7	-0.1

Going on with the list:
Each structure is followed by: GPR151 ag	TEAD-YAP block	MITF primary	FBW7 activator
> CCN1CCCC1CNC(=O)c1sc2ncnc(N3CCc4ccccc4C3)c2c1C (configuration not stated)
    -0.7	-11	-4	0.1
> COc1cc(/C=C2\SC(=S)N(C(C)C)C2=O)ccc1OCC(N)=O
    -2.8	-9	5	-0.1
> CN1CCc2c(c(-c3ccccc3)nn2C)C1
    0.2	-1	5	-0.1
> O=C(CNC(=O)c1ccco1)N/N=C/c1ccccc1Cl
    1.0	5	11	0.0
> CCCOC(=O)C1=C(C)NC2=C(C(=O)CC(C)(C)C2)C1c1cc(Cl)c(O)c(OC)c1 (configuration not stated)
    1.7	10	-1	0.1
> Cc1ccc(/C=N\NC(=O)c2cnccn2)o1
    3.6	-6	9	0.1
> O=C(Nc1ccc(F)c(Cl)c1)C1CC1
    1.1	0	1	0.1
> Cc1ccc(NC(=O)NCCCNc2nc3cc4c(cc3cc2C#N)OCO4)cc1
    -0.2	4	11	-0.1
> CCN(CC)C(=O)C1CCCN(c2nc3ncnc(NCCc4ccc(OC)cc4)c3[nH]2)C1 (configuration not stated)
    0.9	11	0	-0.1
> COc1ccc(CCNC(=O)CN(c2ccccc2OC)S(C)(=O)=O)cc1
    -0.1	1	5	0.3
> O=C(NCc1cccnc1)c1csc(N2CCc3ccccc3C2)n1
    1.1	-4	11	0.5
